PNC assembly inh: perinucleolar compartment assembly inhibition; PC3M PTB-GFP, PNC prevalence imaging, 16 h; active compounds read low; activity change (PNC), negative = inhibition, % at 10 µM; hit rate 3.1% among 140,000; AID 2417;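 active means readout at or below -70, meaning at least 70% loss of cells showing the perinucleolar compartment, a nuclear body marking cancer cells; inconclusive means readout between -30 and a set limit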;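 further: plate controls were DMSO wells for no effect and camptothecin positive control wells for full effect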
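Read-out is percentage of cells bearing a perinucleolar compartment, from automated 20x imaging of fixed, Hoechst-stained PC3M PTB-GFP cells. Cells were seeded 4 h, then exposed 16 h to compound (23 nl of library stock) in duplicate plates.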
ALOX15B inhib: 15-hLO-2 (ALOX15B) enzyme inhibition. AID 881. Potency, µM (top dose mostly 57.1 µM), for inactives: at the top dose activity change, negative = inhibition, most hits filed as inhibitors. purified 15hLO-2, xylenol orange hydroperoxide absorbance. O15296. hit rate 0.56% among 110,000; further: potency means the concentration at half of the fitted maximal effect; nearly all actives have a fitted effect of over 60% in size; many of its hits are not listed in these tables
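Screening format was qHTS against 50 nM purified 15hLO-2 in Hepes pH 7.5 with detergent. Activity follows hydroperoxide formation from 45 uM arachidonic acid, measured as 573:405 nm absorbance ratio of the ferric-xylenol orange complex.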
IMPase inh: membrane-permeable compound that blocks inositol monophosphatase; P97697; inhibition (IP1 accumulation), % at 46.1 µM; AID 901; CHO-M1 cells, IP1 accumulation, HTRF TR-FRET ratio; 120,000 tested, under 10 active; active means well fitted curve in the direction sought with a large enough effect in the signal ratio, not every such curve was filed as active; inconclusive means small, poorly fitted or top-dose-only effect, or a change in a side signal; inactive means no such curve, though single readings can be large or run the other way; the % refers to the signal ratio;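 further: cells stimulated with carbachol in lithium chloride buffer; plate controls were DMSO basal wells for no effect and reference inhibitor wells for full effect; higher means more IMPase inhibition seen as more IP1 and lower FRET ratio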
Target sequence (P97697 whole entry, looked up): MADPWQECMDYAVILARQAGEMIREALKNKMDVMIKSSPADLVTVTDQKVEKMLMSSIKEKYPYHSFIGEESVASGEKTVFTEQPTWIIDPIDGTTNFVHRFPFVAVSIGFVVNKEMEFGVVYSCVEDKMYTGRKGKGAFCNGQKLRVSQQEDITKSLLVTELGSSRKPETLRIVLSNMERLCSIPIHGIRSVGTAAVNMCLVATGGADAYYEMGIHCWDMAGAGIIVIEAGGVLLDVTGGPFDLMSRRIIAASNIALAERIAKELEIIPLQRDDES
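Measured: the HTRF emission ratio (665/620 nm) plus the 620 nm donor channel, each fitted to the Hill equation to give AC50. Cells were CHO-M1 given compounds up to 46 uM and a 30 min carbachol stimulation at 37C.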
ALOX12 inhib: blocks human 12-lipoxygenase activity; AID 1452; purified 12-hLO, xylenol orange hydroperoxide absorbance; Potency, µM (highest dose often 57.1 µM), for inactives: at the highest dose activity change, negative = inhibition, actives largely listed as inhibitors; hit rate 0.12% among 150,000; P18054; further: potency means the concentration at half of the fitted maximal effect; nearly all actives have a fitted effect of over 55% in size; many of its hits are not listed in these tables
Target sequence (P18054 whole entry, looked up): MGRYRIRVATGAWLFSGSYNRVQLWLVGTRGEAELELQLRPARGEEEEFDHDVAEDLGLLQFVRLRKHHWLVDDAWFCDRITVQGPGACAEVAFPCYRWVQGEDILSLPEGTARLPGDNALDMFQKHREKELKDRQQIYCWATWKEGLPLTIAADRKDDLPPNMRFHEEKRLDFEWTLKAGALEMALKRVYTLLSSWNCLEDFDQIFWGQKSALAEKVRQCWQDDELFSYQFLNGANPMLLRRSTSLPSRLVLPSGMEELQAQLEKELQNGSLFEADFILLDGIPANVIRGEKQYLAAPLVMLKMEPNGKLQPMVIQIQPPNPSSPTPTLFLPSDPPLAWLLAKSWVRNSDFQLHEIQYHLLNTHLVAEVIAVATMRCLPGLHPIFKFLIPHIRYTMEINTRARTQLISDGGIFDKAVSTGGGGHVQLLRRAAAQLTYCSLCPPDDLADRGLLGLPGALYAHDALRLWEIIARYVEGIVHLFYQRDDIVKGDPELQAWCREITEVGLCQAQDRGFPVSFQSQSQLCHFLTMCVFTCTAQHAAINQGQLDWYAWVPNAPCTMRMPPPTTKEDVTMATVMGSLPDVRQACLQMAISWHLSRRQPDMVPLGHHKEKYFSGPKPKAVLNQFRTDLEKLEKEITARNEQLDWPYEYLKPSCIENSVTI
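Purified human 12hLO (150 nM), preincubated 15 min with compound, then 40 uM arachidonic acid for 30 min, room temperature, Hepes pH 7.0 with 0.01% Triton X-100. Hydroperoxide detected by ferrous iron/xylenol orange; 573/405 nm absorbance ratio gives reaction progress.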
* marks the source's active call; other numbers are inactive results; ? = inconclusive; . = not tested or not shown; & = joins results of further samples; [ ] = another dose, or the depositor's remark. Unless noted, the call rests on the fitted dose curve; in most records, active means well fitted curve in the direction sought with a large enough effect; inconclusive means small, poorly fitted or top-dose-only effect, or another doubt; inactive means no such curve, though single readings can be large; an effect the other way counts as inactive or inconclusive. Unless noted, on the % scale 0 is the no-effect control and ±100 the full control effect.

smiles | ALOX12 inhib | IMPase inh | PNC assembly inh | ALOX15B inhib
CC(C)Sc1ncnc2c1oc1ccccc12 | -5% | 0 | -20 | 13%
O=C(/C=C/c1cccc([N+](=O)[O-])c1)NCCSCc1ccccc1Cl | -11% | . | ? | .
CC1CN(C2CCN(C(=O)c3ccccc3Cl)CC2)CC(C)O1 (stereo not given) | -1% | 6 | ? | -13%
Cc1ccc(C(=O)C2(C)C3c4cc(Br)ccc4OC(=O)C32C(=O)c2ccco2)cc1 (stereo not given) | 2% | 10 | -14 | 3%
Oc1ccc(Nc2nc(Cl)nc(NCc3ccco3)n2)cc1 | -5% | . | -9 | .
CCc1ccc(NC2=NCC(=O)N2Cc2ccc3c(c2)OCO3)cc1 | -8% | 3 | 12 | -4%
NC(=O)COC(=O)CCCc1c[nH]c2ccccc12 | -4% | -3 | ? | 0%
COc1ccc(NC(=O)Cn2nnc(-c3ccccc3N)n2)cc1OC | -2% | -4 | ? | 1%
Cc1cc(NC(=O)CSc2nnc(-c3ccc(S(=O)(=O)N4CCCC4)cc3)n2C)no1 | 1% | 1 | ? | -8%
CCN1CCN(C(c2ccc(OC)cc2)C(O)C(=O)c2c[nH]c3ccccc23)CC1 (stereo not given) | 0% | 0 | 49 | 17%
COc1cccc(-c2nc3sc4c(c3c(=O)[nH]2)CCCCC4)c1 | 3% | . | -20 | .
CCOC(=O)Nc1sc2c(c1C#N)CCCC2 | -17% | -6 | -28 | -2%
O=C(O)/C=C/c1ccccc1Oc1ccccc1 | 4% | 4 | ? | -1%
Cc1cc(N2CCCCC2)nc(SCc2ccc(C#N)cc2)n1 | -6% | 16 | 1 | 20%
OC1(c2ccc(F)cc2)CN(c2ccccc2)C2=[N+]1CCS2 (stereo not given) | -6% | 14 | -25 | .
O=[n+]1c2c(n([O-])c3cc(Br)ccc31)CCCC2 | -1% | 5 | -27 | .
COc1ccc2c(CSc3nnc(-c4cccnc4)n3-c3ccccc3F)cc(=O)oc2c1 | 2% | -7 | ? | .
CCS(=O)(=O)c1ccc(O)c(NC(=O)COc2ccc(C)cc2)c1 | 1% | 3 | -26 | .
O=C(NCc1ccccc1)c1nc2c(nnn2Cc2cccc(Cl)c2)c(=O)[nH]1 | -1% | 19 | -28 | .
O=C(CSc1nc2c(c(=O)n1-c1ccc(F)cc1)SCC2)NCC1CCCO1 (stereo not given) | 5% | -5 | ? | -1%
CC(OC(=O)c1cccnc1SCc1cc(=O)n2ccccc2n1)c1ccccn1 (stereo not given) | 10% | 11 | -30 | 12%
COC(=O)C(NC(=O)c1ccc(OC)cc1)(Nc1ncc(S(=O)(=O)c2ccc([N+](=O)[O-])cc2)s1)C(F)(F)F (stereo not given) | -20% | 19 | -4 | -5%
O=C(NCCc1cn2ccccc2n1)c1ccc(Br)o1 | 4% | -2 | -11 | 5%
NC(=O)c1c(NC(=O)CSc2nc3c(c(C(F)(F)F)n2)CCc2ccccc2-3)sc2c1CCCC2 | 0% | -3 | -2 | -4%
O=C(Cn1cncn1)N/N=C/c1cccc2ccccc12 | -4% | . | 47 | .
CS(=O)(=O)N1CCC2(CC1)CN(Cc1nccs1)C2 | 1% | . | . | 3%
O=C(NCC1CCCO1)c1c(O)c2cccc3c2n(c1=O)CC3 (stereo not given) | -17% | 1 | ? | -3%
CCn1c(Sc2nc(C)nc3scc(-c4cccs4)c23)n[nH]c1=O | -6% | 6 | 3 | 6%
COC(=O)[C@@]1(Cc2ccc(OC)cc2)[C@@H]2[C@@H](CC(=O)[C@H]2CC(=O)C(=O)N(C)C)CN1C(=O)c1ccccc1 | -2%&0% | . | -88* | -3%
COc1ccc(-n2nc([N+](=O)[O-])c(=NCCc3ccccc3)n2O)cc1 | 2% | . | -13 | .

Whole records as entered above:
Shown for O=C(NCC1CCCO1)c1c(O)c2cccc3c2n(c1=O)CC3 (stereo not given) = ALOX12 inhib: -17%; IMPase inh: 1; PNC assembly inh: ?; ALOX15B inhib: -3%
Shown for O=[n+]1c2c(n([O-])c3cc(Br)ccc31)CCCC2 = ALOX12 inhib: -1%; IMPase inh: 5; PNC assembly inh: -27; ALOX15B inhib: .

Copied from the list:
Under ALOX12 inhib, CCn1c(Sc2nc(C)nc3scc(-c4cccs4)c23)n[nH]c1=O is listed with -6%
Under ALOX12 inhib, Cc1cc(N2CCCCC2)nc(SCc2ccc(C#N)cc2)n1 is listed with -6%
Under PNC assembly inh, O=C(NCc1ccccc1)c1nc2c(nnn2Cc2cccc(Cl)c2)c(=O)[nH]1 is listed with -28
Under PNC assembly inh, OC1(c2ccc(F)cc2)CN(c2ccccc2)C2=[N+]1CCS2 (stereo not given) is listed with -25
Under IMPase inh, NC(=O)COC(=O)CCCc1c[nH]c2ccccc12 is listed with -3
Under IMPase inh, O=C(O)/C=C/c1ccccc1Oc1ccccc1 is listed with 4

Next records.
smiles | ALOX12 inhib | IMPase inh | PNC assembly inh | ALOX15B inhib
CCOCCCNC(=O)C(NC(=O)c1ccccn1)c1ccc(C)cc1 (stereo not given) | -6% | -7 | 19 | .
COc1ccccc1N(CC(=O)NC1CCCCC1)S(C)(=O)=O | 2% | 6 | -9 | -3%
Cc1ccc(C=Nc2cc([N+](=O)[O-])ccc2C)s1 | 0% | . | 99 | .
CCOC(=O)N1CCC(NC(=O)c2cc3ccccn3n2)CC1 | -5% | 3 | 0 | 5%
COc1ccc(-c2cn3ccccc3n2)cc1[N+](=O)[O-] | -1% | . | -24 | .
CNC(=O)CN(Cc1ccccc1)S(=O)(=O)c1ccccc1 | 0% | 6 | -16 | -4%
Cc1ccc(NC2CC(=O)N(CCc3ccccc3)C2=O)cc1 (stereo not given) | -7% | -2 | 4 | -7%
Cc1nc2cc(C(=O)OCC(=O)Nc3ccc(C#N)cc3)ccc2n1-c1ccccc1 | -3% | . | ? | .
COc1cc(/C=N/n2cnnc2)ccc1OCc1ccccc1 | 2% | 6 | 44 | 6%
CCOC(=O)c1sc(=NC(=O)c2ccc(S(=O)(=O)N3CC(C)OC(C)C3)cc2)n(C)c1C (stereo not given) | -6% | ? | -18 | 3%
CCN(CC)CCOC(=O)C1(c2ccc(OC)c(OC)c2)CCCC1 | 25% | 10 | 16 | 9%
Cc1ccc(C(=O)CC2(O)C(=O)N(Cc3ccccc3Cl)c3ccccc32)o1 (stereo not given) | -4% | 4 | -17 | -10%
CC(=O)N1[C@@H]2CC3C4CC=C5C[C@@H](O)CC[C@]5(C)C4CC[C@]3(C)[C@@]21C(C)=O (stereo not given in full) | 2% | . | 19 | .
COc1ccc2c(c1)O[C@H](c1ccc3c(c1)OCO3)[C@@H](OC(=O)N[C@H]1CCCc3ccccc31)C2=O | -7% | . | ? | .
Cc1ccc2cc(C#N)c(N3CCCN(C(=O)C4CCCO4)CC3)nc2c1C (stereo not given) | -6% | 6 | 29 | -15%
CC(=O)Nc1ccc(-c2nc3ccc(Cl)cc3[nH]2)cc1 | 4% | 8 | . | -3%
Brc1ccc(CN2C3=NCCCN3c3ccccc32)cc1 | 8% | . | 17 | .
C=CCNC(=S)NNC(=O)c1cccc(Br)c1 | -1% | 2 | -14 | .
COc1ccc(C2=NN(C(=O)/C=C/c3ccccc3)C(c3ccccc3)C2)c(OC(C)=O)c1 (stereo not given) | -4% | . | -28 | .
CCOC(=O)Cn1c(C)nc2ccccc21 | -2% | -11 | 14 | -1%
Cc1c(C)n(CC(O)CN2C(=O)c3ccccc3S2(=O)=O)c2ccccc12 (stereo not given) | -2% | 1 | ? | -17%
S=C(Nc1ccc(Cl)cc1)NC1CCN(Cc2ccccc2)CC1 | 1% | . | -21 | .
CCOc1ccccc1NC(=S)/C(=C(\[O-])c1ccc2c(c1)OCCO2)[n+]1ccc(CC)cc1 | -19% | 0 | 36 | -9%
Nn1c(SCc2cn3ccsc3n2)nnc1-c1ccncc1 | 5% | ? | 14 | -4%
CCCCSc1nc2c(c(C(F)(F)F)c1C#N)CCC2 | -3% | 1 | -22 | 6%
COc1cc(/C=C(\C#N)c2ccccn2)ccc1OCc1ccccc1 | -6% | 12 | 10 | .
c1coc(-c2nnc(SCc3nc4ccccc4[nH]3)o2)c1 | -6% | -2 | 1 | 4%
O=C(Cc1cccs1)Nc1nnc(SCc2ccc(Br)cc2)s1 | -1% | 8 | -17 | .
CC(=O)Nc1cccc(C(=O)/C=C/c2ccco2)c1 | -17% | 5 | 22 | -26%
Nc1nncn1C(=O)CCCN1C(=O)c2ccccc2C1=O | 3% | -11 | -1 | 1%
COc1cc(/C=c2\sc3n(c2=O)CCCN=3)ccc1O | -3% | 19 | 7 | -19%
O=C(O)C1=CCCNC1 | 6%&-1%&3% | 1&3 | . | 6%&14%&8%
O=S(=O)(Nc1ccn(-c2ccccc2)n1)c1ccc(Br)cc1 | -13% | 11 | ? | -25%
CNC[C@H](O)[C@H](O)[C@H](O)[C@H](O)CO | -1%[25.6 µM] | -1[20.6 µM] | . | 4%[25.6 µM]
Nc1ccc(C(=O)OCC(=O)Nc2ccc([N+](=O)[O-])cc2C(F)(F)F)cc1 | -4% | 4 | 15 | .
Cc1ccc(S(=O)(=O)NCc2ccc(C(=O)NCCCN3CCN(C)CC3)cc2)cc1 | 1% | 7 | -7 | 9%
CSc1ccc(CN(C)CC(=O)NC(=O)NC(C)(C)C)cc1 | 1% | 3 | 26 | 18%
Cc1nc(-c2coc3cc(O)c(C)cc3c2=O)cs1 | 0% | 1 | -15 | -2%
COc1ccc(S(=O)(=O)N(C(=O)C(C)C)c2ccc3oc(=O)sc3c2)cc1 | ? | 2 | 15 | ?
CCC(C)NC(=O)/C=C/c1cccs1 (stereo not given) | 0% | . | 17 | .
CSc1nc2sc3c(c2c(=O)[nH]1)CCC(C)C3 (stereo not given) | 0% | -10 | 49 | -3%
COc1ccc(C2C(C(=O)Nc3cccc(C)n3)c3ccccc3C(=O)N2C)cc1OC (stereo not given) | -4% | -13 | 3 | 5%
O=C1C(Cc2ccccc2)C(c2ccccc2)N1c1ccccc1 (stereo not given) | -1% | 20 | 18 | -2%
Cc1ccc(S(=O)(=O)NC(C(=O)Oc2ccc3c(C(F)(F)F)cc(=O)oc3c2)c2ccccc2)cc1 (stereo not given) | -1% | ? | -11 | .
COc1ccc(NC(=O)c2ncn[nH]2)cc1 | 2% | 0 | 76 | -3%
CCC(=O)Nc1sc(C(=O)N2CCCCC2)c(C)c1C#N | -2% | 4 | 5 | -1%
CCCCNS(=O)(=O)c1ccc(S(=O)(=O)NCc2ccncc2)cc1 | -1% | 9 | ? | .
CCOC(=O)CCCNC(=O)COC(=O)c1cc2ccccc2cc1O | 4% | -2 | 26 | 3%
OC(CN1c2ccccc2Sc2ccccc21)Cn1nnc2ccccc21 (stereo not given) | 0% | 11 | ? | -25%
CCCNC(=O)NC(C(=O)OC)C12CC3CC(CC(C3)C1)C2 (stereo not given) | 0% | -7 | 29 | 0%
O=c1[nH]c(CN2CCN(c3ccc([N+](=O)[O-])cc3)CC2)nc2ccsc12 | -13% | -2 | -16 | -9%
Fc1cnc(N2CCOCC2)nc1N1CCc2ccccc21 | 3% | 6 | ? | .
COc1cc(NC(=O)NCc2ccncc2)cc(OC)c1OC | -5% | 0 | 20 | 15%
O=C(/C=C/c1ccco1)Nc1ccc(C(=O)N2CCOCC2)cc1 | 0% | . | 14 | .
Cc1[nH]nc2c1C(c1ccc(F)cc1)C1=C(CC(C)(C)CC1=O)N2 (stereo not given) | -5% | -10 | 38 | 19%
CCc1ccc(NC(=S)NC2CC3CCCC(C2)N3Cc2cccs2)cc1 (stereo not given) | ? | 11 | 107 | 4%

Arranged by length of the SMILES (lowest first): part of the list above.
smiles | ALOX12 inhib | IMPase inh | PNC assembly inh | ALOX15B inhib
CCOC(=O)CCCNC(=O)COC(=O)c1cc2ccccc2cc1O | 4% | -2 | 26 | 3%
O=C(/C=C/c1ccco1)Nc1ccc(C(=O)N2CCOCC2)cc1 | 0% | . | 14 | .
O=c1[nH]c(CN2CCN(c3ccc([N+](=O)[O-])cc3)CC2)nc2ccsc12 | -13% | -2 | -16 | -9%

From PubChem

Some of the compounds tested. The share of hits here may be higher or lower than overall.
